# GC-A act – GC-A (human) enzyme activation; HEK293 GC-A cells, cGMP TR-FRET, EC30 ANP; 0% at EC30 ANP, 100% saturating ANP; P16066; hit rate 0.14% among 370,000; activation, % at 10 µM; in the data active = activation above about 40%
# rCAG RNA binder – r(CAG) repeat RNA binding. TO-PRO-1 dye displacement fluorescence. inhibition, % at 3 µM. hit rate 1.3% among 370,000;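 active = inhibition above the plate cutoff, the mean of all test compounds on that plate plus 3 SD, cut at about 35% in these data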;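 note: 0% = DMSO alone and 100% = 100 µM mitoxantrone as full dye displacement; higher means more dye released from RNA so lower well fluorescence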
# SIAE primary – blocks human sialic acid acetylesterase. hit rate 0.69% among 370,000. inhibition, % at 9.66 µM. SIAE FP-Rh probe binding, fluorescence polarization. Q9HAT2. AID 1053197;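 active = inhibition above a cutoff: mean of compounds within the control limits plus 3 SD of those, cut at about 17% in these data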;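 note: 0% = plate median of compound wells and 100% = probe without SIAE protein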
# ABHD4 inh – inhibits mouse alpha/beta hydrolase domain 4. Q8VD66. purified mABHD4, FP-Rh probe fluorescence polarization. inhibition, % at 8.92 µM. hit rate 0.54% among 370,000;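 active = inhibition exceeding the mean over every tested compound plus 3 SD, cut at about 30% in these data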;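 note: 0% = plate median of compound wells and 100% = S159A mutant with DMSO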
#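 Test system: mouse ABHD4 enzyme, wild type. Reagent: FP-Rh fluorescent activity-based probe, added after compound pre-incubation. Timing: pre-incubation 45 min, probe exposure 60 min, at 25 °C. Technique: FP readout, ex 525 nm / em 598 nm. Benchmarks: high control S159A mutant with DMSO, low control median of compound wells.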
# UHRF1 binding – human UHRF1 methylated DNA binding inhibitors; Q96T88; UHRF1 binding to methylated oligo, TR-FRET; inhibition, % at 4.4 µM; hit rate 0.75% among 370,000; AID 687016; in the data active = inhibition above about 21%;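 note: UHRF1 SRA domain binding a hemimethylated CpG hairpin DNA probe; 0% = median of test compound wells and 100% = reference inhibitor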
# Target sequence (Q96T88 whole entry, looked up, the tested form may be a part): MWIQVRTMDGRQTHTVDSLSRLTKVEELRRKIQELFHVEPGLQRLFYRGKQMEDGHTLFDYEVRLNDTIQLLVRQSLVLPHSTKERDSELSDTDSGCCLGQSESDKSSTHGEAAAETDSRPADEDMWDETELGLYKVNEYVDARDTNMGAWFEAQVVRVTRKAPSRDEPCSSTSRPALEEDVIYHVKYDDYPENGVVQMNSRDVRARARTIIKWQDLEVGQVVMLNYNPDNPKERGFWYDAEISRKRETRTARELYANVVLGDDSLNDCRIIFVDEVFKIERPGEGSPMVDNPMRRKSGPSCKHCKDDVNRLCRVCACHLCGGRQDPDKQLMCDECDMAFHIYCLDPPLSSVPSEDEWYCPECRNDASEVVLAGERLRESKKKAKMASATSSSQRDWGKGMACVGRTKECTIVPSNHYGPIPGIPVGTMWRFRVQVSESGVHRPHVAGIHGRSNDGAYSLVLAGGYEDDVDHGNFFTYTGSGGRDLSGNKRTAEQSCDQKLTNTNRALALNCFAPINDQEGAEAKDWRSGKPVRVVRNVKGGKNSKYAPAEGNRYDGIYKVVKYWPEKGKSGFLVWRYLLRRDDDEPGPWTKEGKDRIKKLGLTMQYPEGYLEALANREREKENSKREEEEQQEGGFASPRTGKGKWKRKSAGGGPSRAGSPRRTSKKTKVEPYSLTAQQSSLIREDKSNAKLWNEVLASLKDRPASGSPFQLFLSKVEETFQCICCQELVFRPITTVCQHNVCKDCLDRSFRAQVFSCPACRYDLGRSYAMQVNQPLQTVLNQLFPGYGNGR
# PRMT1 FP inh – PRMT1 (human) inhibition, primary screen; Q99873; inhibition, % at 2.79 µM; hit rate 1.3% among 370,000; recombinant PRMT1, activity-based probe fluorescence polarization;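 active = inhibition above about 21% made by adding two undisclosed values, limit read from the data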
# HTRA1 inhibitor – blocks human HTRA1 serine peptidase. Q92743. recombinant HTRA1, FP-rhodamine activity-based probe, fluorescence polarization. inhibition, % at 5.96 µM. hit rate 0.5% among 340,000. AID 504803; in the data active = inhibition above about 36%;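 note: 0% = enzyme with DMSO and 100% = wells lacking enzyme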
# MBD2 DNA inh – MBD2-methylated oligo binding inhibition; Q9UBB5; TR-FRET, MBD2 binding to methylated oligonucleotide; inhibition, % at 4.4 µM; hit rate 0.31% among 370,000; in the data active = inhibition above about 13%
# TCR-CD3 inh – inhibitors of human TCR-CD3 interaction; TAMRA-labeled TCR probe fluorescence, biochemical; inhibition, % at 9.4 µM; hit rate 0.37% among 360,000; AID 651800; in the data active = inhibition above about 19%;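 note: recombinant mutant TCR 2C K166C tagged with TAMRA read by polarization; 0% = receptor in buffer alone and 100% = receptor with positive control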
# NPR2 activator – GC-B (human) receptor activation; activation, % at 10 µM; HEK293-GC-B cells, CNP EC30, cGMP TR-FRET; 0% at EC30 CNP, 100% saturating CNP; hit rate 0.11% among 370,000; P20594; AID 1920062;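 active = activation at 10 µM reaching about 35% in either raw or pattern-adjusted values, limit read from the data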
# Starred values were filed as active, the others as inactive; x = not tested or not shown. This is a subset. The share of hits here may be higher or lower than overall.
SMILES,GC-A act,rCAG RNA binder,SIAE primary,ABHD4 inh,UHRF1 binding,PRMT1 FP inh,HTRA1 inhibitor,MBD2 DNA inh,TCR-CD3 inh,NPR2 activator
Cc1sc2nc(CSC(C)C(=O)N(C)CC(=O)Nc3ccccc3C(F)(F)F)[nH]c(=O)c2c1C (stereo not given),1.4,-1.8,-8.3,4.2,-1.7,-1.0,-7.2,-7.5,3.8,0.4
CCOC(=O)c1c(-c2ccccc2)oc2ccc(OC)cc12,-2.5,-2.1,1.2,-12.3,12.9,-0.4,-23.8,-1.9,3.5,-20.7
CC1CCCC(NC(=O)COC(=O)CN2C(=O)C3CCCCC3C2=O)C1C (stereo not given),3.2,-9.2,4.5,1.6,3.4,1.7,4.5,1.1,-4.0,-6.3
Cc1cc(S(=O)(=O)NC[C@H]2O[C@@H](n3ccc(N)nc3=O)[C@H](O)[C@@H]2O)c(C)s1,-0.7,2.3,9.0,5.2,-3.3,-0.8,4.6,1.3,7.1,-0.8
OCCC1CN(Cc2nc3ccccc3s2)CCN1CCc1ccccc1 (stereo not given),-1.7,-3.4,5.9,-4.3,-1.2,-2.1,0.7,3.0,2.1,-0.5
COc1cccc(C2C(C#N)=C(N)Oc3cc(C)n(Cc4ccccn4)c(=O)c32)c1OC (stereo not given),2.8,1.2,1.4,-6.9,3.6,1.8,-3.0,1.3,-8.6,6.6
Cc1ccc(S(=O)(=O)CC(C)N2CCN(C3CCCCC3)CC2)cc1 (stereo not given),-3.7,-4.4,3.1,1.9,1.3,-0.7,-2.4,-4.3,8.9,4.0
CC(=O)c1cccc(NC(=O)C(C)OC(=O)C2=NNC(=O)CC2)c1 (stereo not given),-0.3,0.8,2.7,1.1,1.5,-9.9,5.7,-4.7,-0.9,1.8
N#CC1=C(N)Oc2cc(O)ccc2C1C1CCCCC1 (stereo not given),30.9,2.4,-2.3,-18.6,-0.5,3.8,-15.8,3.1,-1.4,5.0
Cc1cc(=O)n2[nH]c(-c3ccc(Cl)cc3)cc2n1,1.1,5.4,-9.6,0.7,-2.7,-2.3,3.1,-4.0,2.7,-3.4
COc1cccc(CN2CCC(Oc3ccc(C(=O)N4CCCCC4)cc3)CC2)c1O,1.8,-7.7,2.2,-1.6,0.8,1.8,0.9,-4.9,6.5,-4.5
CN(C)/C=C(/C#N)C(=O)c1cccc(Oc2ccc(C(C)(C)C)cc2)c1,-0.3,50.1*,-8.1,-18.8,-0.2,-0.9,-29.6,2.5,-2.5,-11.4
CCOc1ccc(NC(=O)c2ccc(-n3cccn3)nc2)cc1,-7.3,-0.2,-2.9,-0.9,-0.5,-0.1,4.6,-1.5,0.3,-3.0
COc1ccc(N(CC(=O)N/N=C(\C)c2ccc(C)cc2)S(=O)(=O)c2ccccc2)cc1,-10.2,7.3,1.6,-2.9,2.6,-1.0,-2.1,-0.6,-8.3,2.9
CCOc1ccc(S(=O)(=O)N(CC)CC(=O)N2CCCC2)cc1C,-1.0,-4.8,-2.2,1.7,-4.8,-1.4,7.7,-6.3,11.6,1.1
CC(=O)Oc1ccc(C(=O)Nc2ccccc2C(=O)NCC(C)C)cc1,-4.6,-4.0,-4.5,1.0,-1.9,2.4,-0.4,1.9,-3.3,4.7
COc1cc(OC)cc(C(=O)NCC2CCN(C(=O)C(=O)c3cccs3)CC2)c1,-1.4,2.2,-4.2,-12.3,2.9,4.3,x,5.0,-5.5,-0.5
Cc1nn(C)c(C)c1CN(C)C(=O)c1cnn2c1NC(c1ccccc1)CC2C(F)(F)F (stereo not given),-2.0,-9.8,0.3,1.6,3.0,1.5,-1.6,1.9,-10.5,-0.5
c1ccc(C(c2ccccc2)N2CCN(Cc3nnnn3C3CCCC3)CC2)cc1,-2.3,-5.5,-2.9,3.7,1.5,-1.5,-32.5,-6.0,-1.7,-5.6
CN(c1ccccc1)S(=O)(=O)c1ccc(C(=O)N2CCCC2)cc1,-1.6,-1.6,6.6,-6.9,3.1,-2.9,10.5,-5.3,0.9,-2.4
O=c1cc(C(F)(F)F)nc(-c2cccnc2)[nH]1,-2.2,-1.8,-6.2,2.8,0.2,0.6,6.7,3.9,4.2,3.6
C/C(=N\NC(=O)CNC(=O)c1cccc(F)c1)c1ccc2ccccc2c1,-6.5,3.6,1.0,-4.5,-1.9,4.0,-11.5,2.6,-8.0,1.9
COC(=O)c1cc(NC(=S)N2CCN(c3ccccn3)CC2)cc(C(=O)OC)c1,0.6,2.8,-18.1,-3.4,0.7,1.0,-6.0,1.5,-2.4,0.3
CC(C)C[C@@H](CNCC(=O)[C@H](CC(C)C)NC(=O)c1[nH]cnc1C(=O)N[C@@H](C)CN)NC(=O)c1nc[nH]c1C(=O)N[C@@H](C)C(=O)O,0.7,-1.7,2.4,2.6,23.3*,2.2,6.0,3.0,3.5,2.0
CC[C@H](C)[C@@H](CNC)NC[C@@H](Cc1ccc(O)cc1)NCC(C)(C)C,1.6,-9.2,0.7,-0.1,0.9,1.3,-3.7,-1.6,-5.3,2.4
COC(=O)C1=C(C)N(c2ccc(F)cc2)/C(=C/c2ccc(O)cc2)C1=O,6.2,5.2,-2.4,-0.1,4.3,0.9,4.1,0.4,3.2,-1.4
Cc1ccc(C)c(NC(=O)C2CCN(S(=O)(=O)c3ccc4c(c3)NC(=O)CO4)CC2)c1,0.5,2.5,-8.2,-7.7,-0.5,-0.6,-7.4,-0.5,6.1,-2.0
COc1ccc(/C=C(\C#N)C(=O)OCCNC(=O)c2ccncc2)cc1,-4.6,9.9,3.6,4.5,-1.7,-1.1,-0.6,3.4,0.0,-5.9
O=C1CSc2ccc(C(=O)N3CCCC(C(=O)N4CCCC4)C3)cc2N1 (stereo not given),2.4,2.2,0.4,2.5,10.1,9.0,x,3.3,x,-2.3
Cc1ccc2nc(-c3ccc(C#N)cc3)c(Cc3ccccc3C(F)(F)F)n2c1,2.6,5.9,-7.3,-7.6,10.6,1.5,x,0.3,-3.0,-2.2
Fc1cccc(Cc2c(-c3cccc(Cl)c3)nc3ccc(Br)cn23)c1,-3.5,48.3*,-7.5,-41.7,1.6,2.3,x,0.8,-4.0,-1.6
O=c1[nH]c(N2CCCCC2)nc2c1CCCC2,1.2,-0.2,1.6,-1.0,-2.1,0.8,3.0,-2.2,6.9,-6.6
COc1ccccc1-c1ccc([C@@H]2C[C@H]3[C@H](CON3C)CN2C(=O)c2ccc(-c3ccccc3)cc2)cc1,0.3,11.8,-5.6,-25.1,-0.3,5.9,-46.9,-3.4,-6.0,3.4
Cc1cccc(N2CCN(C(=O)NCc3ccc(F)cc3)CC2)c1C,-2.8,-4.6,8.9,-10.0,-0.4,-3.5,-12.1,2.3,4.8,-0.6
CSCC[C@@H](C(=O)NCCCCCCCCCCC(=O)N1CCN(C(=O)OC(C)(C)C)CC1)n1cc(CCO)nn1,-0.2,-11.0,-1.1,11.4,-1.5,-1.1,3.8,2.6,2.9,4.8
CN(C(=O)Nc1ccccc1)C1CCCc2ccccc21 (stereo not given),2.9,-2.4,3.4,-1.9,2.7,0.6,-0.5,-1.4,-6.3,5.1
CC(C)c1nc2cc(C(=O)N3CCNC(=O)C3c3ccc(F)cc3)ccc2o1 (stereo not given),-4.8,-7.0,0.0,0.5,-1.3,5.0,0.4,0.8,-5.6,2.8
Cc1cc(C)n2nc(C(=O)OCC(=O)NCc3ccc(Cl)cc3)nc2n1,-1.6,2.8,-5.4,0.4,1.4,-4.5,-6.1,-6.3,5.0,-2.0
O=C(c1ccco1)N1CCN(c2c([N+](=O)[O-])nn(-c3cccc(Cl)c3)[n+]2[O-])CC1,-3.0,-5.0,3.6,-2.1,-1.6,-1.9,0.3,1.5,-5.5,-2.8
CN(C(=O)COc1ccccc1)c1nnc(-c2ccncc2)s1,0.2,-2.6,0.3,-1.9,-1.1,0.0,5.1,-2.8,10.1,-4.7
Cc1cc(C(=O)CSc2nnc(-c3ccccc3)n2-c2ccccc2)c(C)n1-c1ncn[nH]1,-3.5,5.3,-2.1,-6.5,-2.4,-4.0,-7.1,-3.9,-2.2,-5.3
O=C(O)c1cscc1Cc1cccs1,3.1,1.1,0.6,7.2,-1.6,1.9,-0.2,4.4,1.5,-0.9
Cc1ccc(NC(=O)C2CCCN2C(=O)NCc2ccccc2)cc1 (stereo not given),-0.4,-2.0,-1.9,0.7,-3.8,-2.2,-7.6,-1.6,0.6,-0.7
COc1cccc2sc(/N=C/N(C)C)nc12,5.8,-1.6,-2.1,-12.2,5.1,4.7,3.3,3.7,-6.3,-3.3
COc1cccc(C(=O)Nc2sc3c(c2C(=O)O)CCCC3)c1,-0.5,13.8,-11.7,2.4,-0.8,-3.9,-5.0,6.1,1.3,-2.7
Cc1ccc2sc(NC(=O)C3CC3)nc2c1C,55.3*,-0.5,-0.8,9.8,0.1,-2.7,-6.9,2.0,7.6,0.0
COC(=O)C1=C(C(=O)OC)[C@@H]2N(C)c3ccccc3[C@@]23C[C@@H](C(=O)OC)N(C(=O)c2ccc(Br)cc2)C3=N1,-12.7,1.2,2.1,7.3,1.3,1.9,-13.0,1.2,-4.2,-14.8
FC(F)(F)c1cc(-c2ccco2)nc(NCc2cccnc2)n1,-2.6,-3.2,1.4,2.2,0.7,14.4,-10.2,0.6,-4.7,-2.2
Cc1ccc(S(=O)(=O)NC(=O)c2ccc(Br)o2)cc1,0.1,3.2,-10.2,2.8,1.3,0.6,-2.0,-0.7,4.8,-4.3
C=CCSC1=N/C(=C\C=C\c2ccco2)C(=O)S1,-3.6,57.6*,13.3,64.1*,74.6*,44.5*,23.7,42.7*,16.1,4.0

# Full records as entered above. Screens in order: GC-A act, rCAG RNA binder, SIAE primary, ABHD4 inh, UHRF1 binding, PRMT1 FP inh, HTRA1 inhibitor, MBD2 DNA inh, TCR-CD3 inh, NPR2 activator
# COc1cccc(C(=O)Nc2sc3c(c2C(=O)O)CCCC3)c1 is entered as -0.5, 13.8, -11.7, 2.4, -0.8, -3.9, -5.0, 6.1, 1.3, -2.7
# Cc1ccc2sc(NC(=O)C3CC3)nc2c1C is entered as 55.3*, -0.5, -0.8, 9.8, 0.1, -2.7, -6.9, 2.0, 7.6, 0.0
# O=C(O)c1cscc1Cc1cccs1 is entered as 3.1, 1.1, 0.6, 7.2, -1.6, 1.9, -0.2, 4.4, 1.5, -0.9

# (continued)
SMILES,GC-A act,rCAG RNA binder,SIAE primary,ABHD4 inh,UHRF1 binding,PRMT1 FP inh,HTRA1 inhibitor,MBD2 DNA inh,TCR-CD3 inh,NPR2 activator
CC1Cc2ccccc2N1C(=O)CSc1nnc(C2CC2)n1C (stereo not given),1.1,-2.1,-1.4,-4.7,-0.7,1.0,4.3,1.1,-2.7,-6.3
O=C1NC[C@@H](CCCCN2CCN(CCC3CCCCC3)C(=O)C2=O)N(CCC2CCCCC2)C1=O,4.4,0.5,7.6,1.8,-1.4,-1.7,x,0.7,4.5,-2.9
COc1cccc(C2C(C(=O)c3cc4ccccc4o3)=C(O)C(=O)N2CCN2CCOCC2)c1 (stereo not given),2.5,15.4,0.8,8.2,0.7,3.3,3.8,1.9,-3.3,-0.4
O=C(O)CCN1C(=O)c2ccc(Oc3ccc([N+](=O)[O-])cc3)cc2C1=O,3.9,0.5,2.3,1.8,0.5,-4.9,3.8,-2.7,-1.7,-4.7
C(=NN1CCCCCC1)c1ccc2c(c1)OCO2,3.0,2.6,6.9,4.9,-2.2,0.5,-2.5,-2.9,2.9,-5.9
O=C(Nc1ccccc1)NC1(C(=O)NCc2ccc3c(c2)OCO3)CCCCC1,-1.2,-2.0,-5.4,-3.0,1.0,-2.7,-3.2,-1.9,-2.1,-3.0

# High-throughput results from PubChem.
